Autophagy mod – alters autophagy in cells | MEF GFP-LC3 puncta imaging; test concentration mostly 10 µM | calls only at 10 µM (by protocol) | 190,000 compounds, 0.98% hits;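 active = percentage of spot-positive cells more than 3 SD above its plate mean, without a fluorescence outlier flag or 80% toxicity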;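 note: spot-positive cell cutoff set from DMSO-treated cells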
P. falciparum M1AAP – P. falciparum M1AAP inhibitors, biochemical, fluorogenic H-Leu-NHMec substrate, 1536-well (AID 1445); recombinant M1AAP, H-Leu-NHMec fluorogenic kinetic assay; higher % means a stronger effect; inhibition, % at 30 µM, or IC50 in µM where a hit was titrated; 220,000 compounds, 0.42% hits;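 active = primary inhibition above the hit cutoff, then over 50% inhibition at one or more dose response concentrations, cut at about 23% in these data, passing the limit was not always enough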;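 note: plate controls were DMSO full reaction for no effect and no enzyme background for full effect; strong numbers were not always called active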
Lipid droplet – hepatic lipid droplet formation modulation; AML12 mouse hepatocytes, oleate lipid droplets, BODIPY imaging; inhibition, % at 6.5 µM; 240,000 compounds, 0.4% hits;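 active = lipid droplet intensity inhibited by at least 50%, with more than 500 cells counted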
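Material – AML12 mouse liver cells · Also added – oleate loading, 100 µM · Compound dosing – 6.5 µM single-point dosing · Times – overnight treatment with compound plus oleate · Measured by – fluorescence imaging, 20x objective, two fields per well · Read-out – percent inhibition of filter-corrected integrated lipid droplet intensity per well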
M17LAP inhibition – P. falciparum M17LAP inhibitors, primary screen, biochemical, fluorogenic H-Leu-NHMec substrate, 1536-well (AID 1619) | recombinant M17LAP, H-Leu-NHMec fluorogenic kinetic assay; higher % means a stronger effect | one-dose inhibition, % at 30 µM; IC50 in µM for titrated hits | 220,000 compounds, 0.38% hits;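 active = compound inhibiting the enzyme by more than half at any dose during confirmatory dose-response retesting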;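 note: plate controls were full reaction with DMSO carrier for no effect and no enzyme background for full effect; strong numbers were not always called active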
MT stabilizer – microtubule stabilizers in HeLa cells | HeLa tubulin immunostaining HCS, 24 h; share of cells brighter than vehicle mean+2SD | % tubulin-high responders, % at 10 µM | 200,000 compounds, 0.83% hits | AID 2205;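 active = plate Z-score above 3 for both tubulin-high and condensed-nucleus cell shares, with cell loss under 80%, at 10 µM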;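 note: anti alpha tubulin signal scored within the nucleus-defined area of each cell; some results filed as inactive read as strong as hits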
Dynein transport – dynein cargo transport inhibition; AID 1381; z-score, hits read low; 3617.4 mouse cells, GR-EGFP nuclear translocation imaging; test concentration mostly 20 µM; stimulated with dexamethasone, 1 µM; hits give low values; 220,000 compounds, 0.47% hits;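 active = plate z-score of nuclear minus cytoplasmic receptor signal below a set negative limit, without overly bright fluorescence or cell loss, cut at about -3.5 in these data, passing the limit was not always enough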;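 note: z-score of nuclear minus cytoplasmic ring GR-EGFP intensity difference per well; some compounds called inactive have numbers as strong as hits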
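Also added – dexamethasone, 1.0 µM final · Buffer or medium – tet-free, stripped-serum medium · Schedule – induction 48 h, compound 1 h, agonist 30 min · Detection – formaldehyde fixation, Hoechst nuclear stain, 10x automated fluorescence imaging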
Yfh1-off respiration – mitochondrial function rescue without frataxin homolog – Friedreich's ataxia, plus single-dose screen, dose response (AID 1465); S. cerevisiae Yfh1-off respiration, WST-1 reduction, 72 h; higher fold induction means a stronger effect; fold induction at 50 µM, or EC50 in µM where a hit was titrated; 220,000 compounds, 0.074% hits;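 active = fold induction of absorbance versus untreated yeast above a set limit, then at least 30% activation at any dose in follow-up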;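 note: activators that raise dye reduction in frataxin-depleted yeast; strong numbers were not always called active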
Ins promoter up – MIN6 insulin promoter up-regulation. MIN6 insulin promoter-GFP reporter, high-content imaging; hits give high values. z-score at 5 µM. 190,000 compounds, 0.3% hits. AID 1625;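 active = z-score above 3 at 5 µM with at least 500 cells counted in the well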
ER stress rescue – protection against thapsigargin-triggered cell killing – 384-well, CSM14.1, ATP luminescence, primary screen (AID 1222); CSM14.1 thapsigargin-induced death rescue, ATP luminescence; higher % means a stronger effect; one-dose cellular ATP content (survival), % at 20 µM; EC50 in µM for titrated hits; 190,000 tested, under 10 active;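 active = EC50 below 50 µM in the dose-response confirmation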;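 note: death triggered by thapsigargin at about 15 µM added after 2 h compound pretreatment; cell ATP read after overnight thapsigargin exposure of roughly 18 to 22 hours; normalized against plate controls of thapsigargin alone and 5% DMSO vehicle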
Dynein transport cytoplasmic EGFP – further read-out of Dynein transport, marked with its call; z-score; measured here: cytoplasmic GR-EGFP intensity; hits give high values
Dynein transport nuclear GR-EGFP – second read-out of Dynein transport, no call of its own (marks repeat the call); z-score; measured here: nuclear GR-EGFP intensity;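 lower value marks the stronger effect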
Dynein transport cell count – recorded beside Dynein transport, whose call it bears; z-score; measured here: cell count per field
Ins promoter up cell count – second read-out of Ins promoter up, no call of its own (marks repeat the call); cell count; measured here: cytotoxicity, nuclei count;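 total cells summed across four imaged fields per well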
Lipid droplet cells 6.5 µM – second read-out of Lipid droplet, no call of its own (marks repeat the call); cell count; measured here: cell count, cytotoxicity flag;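 cells counted across two imaged fields per well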
MT stabilizer Hoechst-high % – also measured in MT stabilizer; calls as there; % Hoechst-high responders; measured here: nuclear condensation Hoechst responders;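 share of cells brighter than vehicle mean plus two SD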
MT stabilizer cytotoxicity % – second read-out of MT stabilizer, no call of its own (marks repeat the call); toxicity, %; measured here: cytotoxicity by cell density;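 0% = mean cell density of plate MIN control wells and 100% = no cells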
Autophagy mod cell loss 18 h – second read-out of Autophagy mod, no call of its own (marks repeat the call); toxicity, %; measured here: cell loss, nuclei count;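 cell loss after 18 h compound exposure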
* hit, by the source's call; i = inactive; · = not tested or not shown; + = active, no number.

SMILES	Autophagy mod	Autophagy mod cell loss 18 h	P. falciparum M1AAP	Lipid droplet	Lipid droplet cells 6.5 µM	M17LAP inhibition	MT stabilizer	MT stabilizer Hoechst-high %	MT stabilizer cytotoxicity %	Dynein transport	Dynein transport cytoplasmic EGFP	Dynein transport nuclear GR-EGFP	Dynein transport cell count	Yfh1-off respiration	Ins promoter up	Ins promoter up cell count	ER stress rescue
O=C(On1c(-c2ccccc2)nc2ccccc2c1=O)c1ccco1	i	-6	8%	9	697	24%	1.0	1.1	6.5	-0.023	-0.25	0.26	0.23	i	1.6	1110	0.8%
CC1=C(C)C(=O)C(N2CCOCC2)=CC1=O	i	7	13%	-2	664	15%	6.0	2.9	6.8	0.005	-0.28	-0.23	0.48	14µM*	0.41	1306	-1.7%
C=CCN(CC=C)C(=S)NC(=O)c1ccc(OC)c(Br)c1	i	-18	2%	·	·	11%	3.4	2.0	4.0	0.6	-0.4	0.42	-0.099	i	·	·	2.1%
O=C(COc1ccccc1[N+](=O)[O-])Nc1cccnc1	i	1	8%	0	693	25%	2.4	1.9	6.4	-0.21	-0.18	-0.075	-0.024	i	-0.84	1089	-1.2%
N#CCCSCc1ccc2oc(C(=O)O)cc2c1	i	-1	2%	-1	700	12%	4.4	4.2	9.2	-0.76	-0.28	-0.26	0.88	i	1.2	1264	-1.5%
Cc1nn(Cc2ccc([N+](=O)[O-])cc2)c(=O)n1-c1ccccc1Cl	+	-0.8*	8%	-16	702	6%	3.1	2.9	13	1.1	-0.3	0.38	-0.83	i	-0.8	1258	·
O=C(O)C(Cc1c[nH]c2ccccc12)NS(=O)(=O)c1cccc2nsnc12 (centres undefined)	i	-3	23%	-14	500	6%	2.7	2.4	6.4	-0.19	-0.28	-0.26	0.23	i	-0.06	1422	-1.5%
CCNC(=O)c1sc2cc(C)ccc2c1Cl	i	-40	2%	-1	698	-10%	2.5	2.7	0.2	0.074	-0.23	0.032	0.37	i	-0.43	1540	-1.6%
Nc1cc(=O)nc(SCC(=O)N(C2CCCCC2)C2CCCCC2)n1-c1ccccc1	i	8	2%	·	·	-6%	2.8	2.0	5.6	0.37	2	1.2	-0.72	i	1.9	1408	-1.6%
CCS(=O)(=O)N1CCCC(C(=O)NCCCN2CCCC2=O)C1 (centres undefined)	i	3	-1%	18	693	1%	3.2	3.6	7.6	-0.85	0.097	-0.4	0.9	i	1.9	1938	-2.4%
CC(=O)Nc1c(O)nc(SCC(=O)Nc2c(C)cccc2C)[nH]c1=O	i	-3	4%	-4	777	13%	2.8	1.8	7.4	-0.36	-0.23	-0.2	1.7	i	0.1	943	-1.4%
CCOc1cc(C(C#N)N2CCOCC2)ccc1OC (centres undefined)	i	1	0%	9	755	-7%	3.4	2.2	10	0.6	-0.22	1	-0.14	i	-0.13	1135	-1.1%
CCOc1ccccc1C(=O)NC(C(=O)NCc1ccc(F)cc1)C(C)C (centres undefined)	i	2	4%	-11	717	0%	2.5	1.9	9.8	-0.73	-0.25	-0.51	0.7	i	1.4	1169	-2.3%
CCOC(=O)C1CCc2nc3ccccc3c(=O)n21 (centres undefined)	i	0	0%	·	·	-6%	1.3	2.6	12	-0.22	-0.099	-0.03	0.073	i	0.7	1224	2.9%
O=C(O)c1cc(N2C(=O)C3C4C=CC(C4)C3C2=O)ccc1NCc1cccnc1 (centres undefined)	i	-2	3%	10	722	0%	2.7	2.6	1.6	0.094	-0.26	0.082	0.43	i	-0.11	657	-2.0%
Cc1ccccc1N(CC(=O)NCc1ccncc1)S(C)(=O)=O	i	10	-1%	·	·	2%	2.3	2.5	8.2	-1.2	-0.32	-0.66	1.1	i	0.99	1285	-1.1%
COc1ccc(-n2c(=O)c3ccccc3n(CC(=O)NC3CCCCC3)c2=O)c(OC)c1	i	-1	6%	·	·	-5%	5.0	1.6	3.0	3.6	-0.079	2.6	-1.7	i	0.53	1628	-0.1%
Cc1ccc(NC(=O)CCC(=O)OC(C(=O)c2ccc(C)c(C)c2)c2ccccc2)c(C)c1 (centres undefined)	i	8	5%	·	·	3%	1.9	0.6	4.1	0.19	-0.23	-0.13	-0.017	i	1	1559	1.7%
CCOC(=O)c1cnc(-n2cc(C)cn2)nc1NCc1ccc2c(c1)OCO2	i	-5	3%	·	·	1%	1.3	1.6	6.9	-0.32	-0.18	-0.0099	0.18	i	-0.54	1511	1.7%
Cc1noc(NS(=O)(=O)c2ccc(N3CC(O)=C(c4ccccc4)C3=N)cc2)c1C	i	18	8%	·	·	13%	6.3	3.1	7.1	-0.36	-0.18	0.085	-0.51	i	·	·	-0.9%
Cc1[nH]c2ccccc2c1-c1csc(NC(=O)CN2CCOCC2)n1	i	-21	1%	-15	687	1%	2.8	1.0	9.0	0.65	0.057	0.89	-0.39	i	0.31	1689	0.5%
c1cncc(CSc2nnc3ccc(-c4ccco4)nn23)c1	i	7	10%	22	678	21%	4.8	1.3	5.6	-0.95	-0.27	-0.68	0.77	i	0.55	1326	·
CSc1cccc(CN2CCCC(CO)(Cc3cccc(Cl)c3)C2)c1 (centres undefined)	i	-12	-1%	-68	602	4%	1.9	4.0	9.2	-1.4	-0.17	-0.74	-0.36	i	0.2	1099	-2.6%
COCCNc1cc(C)nc2c(-c3ccccc3OC)c(C)nn12	·	·	-2%	22	643	7%	2.1	2.4	6.7	-0.21	-0.16	0.2	-0.28	i	-0.53	1363	·
CC(C)c1[nH]nc2c1C(Cc1ccccc1)C(C#N)=C(N)O2 (centres undefined)	i	19	3%	·	·	20%	4.5	2.9	2.2	0.21	-0.17	0.4	-1.4	i	0.67	1270	0.7%
Cn1cnnc1SC1CCCCC1NS(=O)(=O)c1ccccc1 (centres undefined)	i	12	-2%	·	·	-8%	1.6	1.6	7.2	-0.38	-0.21	0.64	0.4	i	0.54	1410	-0.7%
CCOC(=O)CNC(c1ccccc1)c1cc(Br)ccc1NC(=O)OCC (centres undefined)	i	-35	5%	·	·	1%	2.7	1.2	6.4	-0.71	0.028	-0.53	0.61	i	·	·	17%
CC1(C)C/C(=N\O)c2cc3c(nc2C1)CCCC3	i	-7	-3%	-2	735	-14%	5.3	3.1	7.8	-0.061	-0.13	0.35	-0.23	i	·	·	-0.5%
Cc1noc(NS(=O)(=O)c2ccc(NC(=O)CCCOc3ccc(Cl)cc3Cl)cc2)c1C	i	1	16%	7	693	13%	2.8	2.7	6.3	-0.18	-0.077	0.39	-2.2	i	-0.08	1214	-1.3%
Cc1cc(C)cc(NC(=O)CCN2CC(C)OC(C)C2)c1 (centres undefined)	i	18	0%	·	·	-1%	3.0	2.8	6.2	-0.45	-0.33	-0.47	0.39	i	-1	1141	2.2%
O=C1CC(N2CCC(O)CC2)C(=O)N1c1ccc(Br)cc1 (centres undefined)	i	8	0%	·	·	-2%	2.9	2.3	1.6	2.4	-0.15	1	-1.4	i	0.52	1058	1.5%
Cc1nnc(-c2cnn(-c3ccccc3)c2N)n1Cc1ccc(F)cc1	i	4	0%	·	·	3%	1.7	1.6	6.5	-0.16	-0.37	0.11	0.74	i	0.27	1640	0.7%
O=C(Nc1ccccc1-c1nnn(CC(=O)N2CCCc3ccccc32)n1)c1cccc(Cl)c1	i	3	·	·	·	·	3.1	1.8	5.6	0.69	-0.21	0.35	1.4	i	·	·	·
Cc1ccc(S(=O)(=O)N(C)CC(=O)N2CCOCC2)cc1	i	-5	11%	1	714	4%	2.7	3.1	8.5	-0.45	-0.22	-0.39	0.82	i	0.72	1274	-1.8%
CS(=O)(=O)Nc1ccc(C(=O)NC2CCCCC2)cc1	i	0	3%	2	689	1%	2.1	2.6	4.6	-0.84	-0.37	-0.49	0.95	i	-0.13	1710	2.1%
Cc1c(-c2ccco2)[n+](=O)c2c(n1[O-])CCC2	i	11	5%	·	·	15%	6.2	4.2	8.1	-1.3	-0.26	-0.4	0.67	i	1.8	1032	-0.3%

Rewritten with each value named: part of the list above
CC1(C)C/C(=N\O)c2cc3c(nc2C1)CCCC3
- Autophagy mod: i
- Autophagy mod cell loss 18 h: -7
- P. falciparum M1AAP: -3%
- Lipid droplet: -2
- Lipid droplet cells 6.5 µM: 735
- M17LAP inhibition: -14%
- MT stabilizer: 5.3
- MT stabilizer Hoechst-high %: 3.1
- MT stabilizer cytotoxicity %: 7.8
- Dynein transport: -0.061
- Dynein transport cytoplasmic EGFP: -0.13
- Dynein transport nuclear GR-EGFP: 0.35
- Dynein transport cell count: -0.23
- Yfh1-off respiration: i
- Ins promoter up: ·
- Ins promoter up cell count: ·
- ER stress rescue: -0.5%
COCCNc1cc(C)nc2c(-c3ccccc3OC)c(C)nn12
- Autophagy mod: ·
- Autophagy mod cell loss 18 h: ·
- P. falciparum M1AAP: -2%
- Lipid droplet: 22
- Lipid droplet cells 6.5 µM: 643
- M17LAP inhibition: 7%
- MT stabilizer: 2.1
- MT stabilizer Hoechst-high %: 2.4
- MT stabilizer cytotoxicity %: 6.7
- Dynein transport: -0.21
- Dynein transport cytoplasmic EGFP: -0.16
- Dynein transport nuclear GR-EGFP: 0.2
- Dynein transport cell count: -0.28
- Yfh1-off respiration: i
- Ins promoter up: -0.53
- Ins promoter up cell count: 1363
- ER stress rescue: ·
